Compound activity (PubChem)
BoNT-F LC inh – BoNT F light chain protease inhibition; Multiplex microsphere protease cleavage assay, flow cytometry; inhibition, % at 10 µM; 360,000 compounds, 0.22% hits; in the data active means inhibition above about 35%, passing the limit was not always enough; inconclusive means no clear call, values can overlap the other calls; further: plate controls were buffer without enzyme for full effect and enzyme alone for no effect
BoNT A protease – BoNT A light chain protease inhibition; 360,000 compounds, 0.17% hits; multiplex microsphere protease substrate cleavage, flow cytometry; inhibition, % at 10 µM; further: plate controls were buffer without enzyme for full effect and enzyme alone for no effect
CCHFV vOTU inh – blocks the CCHF virus ovarian tumor domain protease; CCHFV vOTU protease, Pep-AMC fluorescence; inhibition, % at 11.5 µM; 370,000 compounds, 0.55% hits; AID 651958; in the data active means inhibition above about 30%; further: 0% = vehicle wells with enzyme and 100% = no enzyme wells
PriA SSB inh – inhibitors of Klebsiella pneumoniae PriA binding to SSB C-terminal tail | AID 1272365 | AlphaScreen SSBct-PriA binding, biotinylated peptide | 430,000 compounds, 0.6% hits | inhibition, % at 33 µM; in the data active means inhibition mostly above about 37%, no sharp cut-off; inactive means mostly below about 20%;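 further: plate controls were negative control peptide for no effect and reference peptide for full effect; strong numbers were not always called active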
PrPC surface inh – inhibitors of human cell surface prion protein PrPC; P04156; TR-FRET read-out; inhibition, % at 13.8 µM; 370,000 compounds, 0.43% hits; AID 720596; in the data active means inhibition above about 24%; further: 0% = median of the test wells and 100% = reference compound wells
3CLpro inhibitor – SARS-CoV 3CLpro protease inhibition; 290,000 compounds, 0.14% hits; inhibition, % at 6 µM; P0C6X7; recombinant SARS-CoV 3CLpro, quenched FRET peptide cleavage; in the data active means inhibition above about 12%
DUSP3 inh – inhibitors of human VHR1 phosphatase (DUSP3). P51452. recombinant VHR phosphatase, pNPP absorbance. inhibition, % at 13.3 µM. 290,000 compounds, 0.52% hits; in the data active means inhibition above about 50%; further: some compounds called inactive have numbers as strong as hits
Target sequence (P51452 whole entry, looked up): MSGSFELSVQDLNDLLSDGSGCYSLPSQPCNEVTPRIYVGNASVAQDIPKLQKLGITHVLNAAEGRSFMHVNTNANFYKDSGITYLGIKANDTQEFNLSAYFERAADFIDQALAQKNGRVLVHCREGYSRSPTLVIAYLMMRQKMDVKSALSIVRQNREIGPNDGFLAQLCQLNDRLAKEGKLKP
Rv3671c inh – inhibitors of M. tuberculosis serine protease Rv3671c; inhibition, % at 5.96 µM; 320,000 compounds, 0.048% hits; AID 2606; in the data active means inhibition above about 38%;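 further: extracellular domain of Rv3671c used as enzyme; 0% = enzyme with DMSO and 100% = no enzyme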
MazEF act – activators of E. coli MazEF toxin-antitoxin RNase; P0AE70; FAM/BHQ RNA-DNA oligo cleavage fluorescence, 5 h; activation, % at 20 µM; 350,000 compounds, 0.32% hits; AID 504720; in the data active means activation above about 50%
Anthrax LF inh2 – anthrax lethal factor protease inhibition; multiplex microsphere protease cleavage assay, LF; inhibition, % at 10 µM; 360,000 compounds, 0.12% hits; AID 588501; further: plate controls were buffer without enzyme for full effect and enzyme alone for no effect
Target sequence (P15917 whole entry, looked up): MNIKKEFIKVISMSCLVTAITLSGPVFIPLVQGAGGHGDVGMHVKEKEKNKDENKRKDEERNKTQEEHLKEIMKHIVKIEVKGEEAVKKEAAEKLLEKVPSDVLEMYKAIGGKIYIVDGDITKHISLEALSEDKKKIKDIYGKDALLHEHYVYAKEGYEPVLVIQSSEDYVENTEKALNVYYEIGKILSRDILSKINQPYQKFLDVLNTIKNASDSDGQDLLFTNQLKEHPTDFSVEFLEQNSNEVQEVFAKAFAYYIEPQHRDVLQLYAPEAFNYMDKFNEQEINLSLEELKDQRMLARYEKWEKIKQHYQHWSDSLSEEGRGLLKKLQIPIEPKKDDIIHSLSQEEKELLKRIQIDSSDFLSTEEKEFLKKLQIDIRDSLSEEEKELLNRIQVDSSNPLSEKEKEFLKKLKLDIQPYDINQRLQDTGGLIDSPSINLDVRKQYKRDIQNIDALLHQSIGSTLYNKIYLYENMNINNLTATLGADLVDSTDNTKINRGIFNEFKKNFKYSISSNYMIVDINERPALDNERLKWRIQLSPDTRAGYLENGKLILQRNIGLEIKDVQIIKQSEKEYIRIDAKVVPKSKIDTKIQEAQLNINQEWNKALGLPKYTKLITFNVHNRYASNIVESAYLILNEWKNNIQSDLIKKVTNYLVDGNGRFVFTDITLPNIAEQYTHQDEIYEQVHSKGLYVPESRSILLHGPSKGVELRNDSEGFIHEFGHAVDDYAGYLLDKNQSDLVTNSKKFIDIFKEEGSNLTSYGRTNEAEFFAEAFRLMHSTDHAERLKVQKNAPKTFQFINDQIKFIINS
* = called active by the depositor; ? = inconclusive; / = not tested or not shown. Unless noted, no stated cut-off is given here; in the data, active means inhibition above about 30%; inconclusive means no clear call, values can overlap the other calls; inactive means below that. The list is partial; count on the stated rates, not on these rows.

Second line of a record – BoNT-F LC inh | BoNT A protease | CCHFV vOTU inh | PriA SSB inh | PrPC surface inh | 3CLpro inhibitor | DUSP3 inh | Rv3671c inh | MazEF act | Anthrax LF inh2
CCOC(=O)c1ccc(NC(=O)Nn2cnnc2)cc1
 : 0 | -2.1 | 3 | -8 | 3 | -4 | 19 | / | -7 | 3
CC(C)Cc1nc2sc3c(=O)[nH]cnc3c2c2c1CCCC2
 : -2 | 0.6 | 0 | -1 | -3 | -1 | 5 | -1 | 13 | -7
CCc1n[n+](CC(=O)c2ccccc2)c(N)s1
 : 0 | -0.8 | 3 | -15 | 5 | 6 | 12 | / | 4 | -4
CCCCCN1C(=O)Cn2c(nc3ccccc3c2=O)C1C (centres undefined)
 : -4 | -0.5 | -1 | -10 | 2 | 3 | 44 | -6 | -18 | 2
CC(=O)NC1(C(F)(F)F)C(=O)N(Cc2ccccc2)C2=C1C(=O)CC(C)(C)C2 (centres undefined)
 : -2 | -0.1 | -7 | -15 | -8 | -5 | -9 | 5 | 7 | 7
O=C(c1cc(=O)c2ccccc2o1)N1CCN(c2cccc(Cl)c2)CC1
 : -2 | -0.3 | 3 | 3 | 3 | 10 | 29 | 9 | 1 | -4
CCc1cc(C(=O)OCC(=O)N2CCC(c3ccccc3)=N2)sc1C
 : -13 | -2.0 | -1 | -11 | -2 | 4 | -4 | -13 | -9 | -3
C=CCSc1nnc(NC(=O)c2ccc(Cl)nc2)s1
 : 2 | 0.2 | 1 | -7 | -3 | 0 | -2 | 8 | 10 | 1
Cn1c(=O)n(C)c2cc(/C=C3/SC(=O)N(CC(=O)N4CCOCC4)C3=O)ccc21
 : 1 | -0.6 | -5 | -2 | -46 | -1 | 0 | -4 | 3 | 1
CN(C)S(=O)(=O)c1cccc(NC(=O)COc2ccccc2C(=O)Nc2ccccc2)c1
 : -6 | -0.8 | -1 | / | -12 | / | / | / | -1 | -5
O=c1c(Cl)c(N/N=C/c2ccc(Br)cc2)cnn1-c1ccccc1
 : 13 | 0.0 | 4 | / | 5 | 0 | 6 | -14 | 46 | 3
Cc1ccc(CSc2nnc(CCNC(=O)OC(C)(C)C)o2)cc1
 : ? | -0.8 | -5 | -1 | 0 | -2 | 27 | -9 | 4 | 13
Nc1ccc2c(c1Cl)C(=O)c1ccc(N)c(Cl)c1C2=O
 : ? | -2.9 | 5 | 4 | -23 | 0 | 90 | / | -6 | -11
COCCN(Cc1cc2cc(C)ccc2[nH]c1=O)S(=O)(=O)c1ccc(Cl)cc1
 : -5 | -0.6 | 4 | -9 | 8 | -2 | -13 | -8 | 18 | 2
CCOC(=O)N1CCN(c2ncc(C(F)(F)F)cc2Cl)CC1
 : -12 | -0.6 | 2 | -29 | -3 | -6 | 13 | -2 | -1 | 4
O=C(NCc1ccccc1)c1ccc(NC2=NC3CS(=O)(=O)CC3S2)cc1 (centres undefined)
 : 25 | -3.6 | / | 0 | / | -9 | -12 | 0 | 3 | -7
CC(=O)Nc1ccccc1OC(=O)N(C)C
 : 4 | 2.4 | 5 | -5 | -6 | 0 | 14 | -3 | 2 | 1
Cc1cc(Nc2nc3ccccc3nc2Cl)n(-c2ccc([N+](=O)[O-])cc2)n1
 : -12 | -0.5 | -4 | 15 | 0 | 0 | 12 | 7 | 8 | -3
COc1ccc(CN2CCN(C(=O)CC(C)C)CC2)cc1OC
 : 7 | -0.2 | -6 | -20 | -1 | 2 | 7 | 9 | -2 | -1
CC(=O)Nc1ccc(N2C(=O)CC(Sc3nc(C)cc(C)n3)C2=O)cc1 (centres undefined)
 : -20 | -0.1 | -9 | -7 | -2 | 2 | 10 | 1 | 13 | -8
N#CC1=C(N)Oc2n[nH]c(-c3ccncc3)c2C1c1ccsc1 (centres undefined)
 : -28 | -3.1 | -10 | -16 | -6 | -12 | 2 | -9 | -16 | -2
CN(C)C(=O)C(Sc1ccc(S(=O)(=O)N2CCCC2)cn1)c1ccccc1 (centres undefined)
 : 6 | 0.8 | 19 | 4 | -2 | / | / | -2 | -3 | 1
CCCCOP(=O)(c1ccc(N(C)C)cc1)C(O)c1ccncc1 (centres undefined)
 : 0 | 0.6 | -3 | -9 | -3 | 1 | -1 | -4 | 3 | -3
CCOc1ccc(NC(=O)c2cccc3c2C(=O)N(CC2CCCO2)C3)cc1 (centres undefined)
 : 0 | -0.1 | -6 | -2 | 1 | -3 | 25 | 2 | 8 | -1
CNC(=S)N1N=C(c2ccccc2)CC1c1ccc(OC)c(OC)c1 (centres undefined)
 : -14 | 0.6 | 7 | -1 | -15 | 2 | 14 | 1 | 3 | 2
CCCCSc1nnc(-c2ccc(NC(=O)CCc3ccccc3)cc2)n1C
 : 5 | 3.3 | -12 | -14 | -5 | 2 | 0 | 0 | 4 | -11
COc1cc(C2C(C#N)=C(N)Oc3cc(C)n(CCc4ccccc4)c(=O)c32)cc2c1OCO2 (centres undefined)
 : -18 | 0.2 | -1 | -13 | -7 | -1 | -2 | -5 | -5 | 1
CCN(CC)CCCNS(=O)(=O)c1ccc(OC)cc1
 : -4 | ? | 1 | -18 | 1 | -7 | 6 | -4 | -2 | -1
CC(=O)N1CCN(C(=O)C(Cc2ccccc2)NC(=O)c2ccccc2)CC1 (centres undefined)
 : -2 | -3.0 | -4 | -7 | -2 | / | / | 5 | 2 | -1
CC(=O)c1c(C(C)=O)c(C)n(Cc2ccccc2)c1C
 : -2 | -0.4 | 8 | 0 | 0 | -2 | 3 | 3 | -1 | -1

2 compounds from above with just CCHFV vOTU inh and 3CLpro inhibitor:
canonical_smiles	CCHFV vOTU inh	3CLpro inhibitor
CC(C)Cc1nc2sc3c(=O)[nH]cnc3c2c2c1CCCC2	0	-1
Cc1ccc(CSc2nnc(CCNC(=O)OC(C)(C)C)o2)cc1	-5	-2

(listing goes on)
Second line of a record – BoNT-F LC inh | BoNT A protease | CCHFV vOTU inh | PriA SSB inh | PrPC surface inh | 3CLpro inhibitor | DUSP3 inh | Rv3671c inh | MazEF act | Anthrax LF inh2
NC(=O)Nc1ccc(C(=O)OCC(=O)NCc2ccc3c(c2)OCO3)cc1
 : -3 | -1.4 | 22 | -3 | 8 | / | / | -6 | -3 | -11
COc1cc2c(cc1OC)C(C(=O)NCc1ccco1)C1c3ccccc3CCN1C2=O (centres undefined)
 : -18 | -2.1 | -15 | 0 | 0 | 1 | 15 | 2 | 9 | 1
Cn1ccc2c(N3c4ccccc4CCc4ccccc43)cc3c(c21)C1CCC3C1 (centres undefined)
 : -9 | 1.5 | -5 | / | -3 | / | / | / | / | -8
O=C(N/N=C/c1cc(Br)c(O)c([N+](=O)[O-])c1)C(O)(c1ccccc1)c1ccccc1
 : ? | -1.0 | -11 | / | -4 | / | / | -5 | -4 | 8
Cn1c(CNC(=O)c2ccco2)nnc1SCC(=O)Nc1ccc(Br)cc1F
 : -16 | -1.0 | -17 | -1 | 1 | 1 | -8 | -8 | 4 | 0
CCc1nnc(NC(=O)c2cccc(OC)c2)s1
 : -2 | -0.4 | 8 | -21 | -1 | 5 | -16 | 0 | 19 | -1
CCC(C)NC(=O)CN(c1ccc(OC)cc1)S(=O)(=O)c1ccc(NC(C)=O)cc1 (centres undefined)
 : -8 | 0.3 | 5 | -5 | -1 | -1 | 6 | -4 | -2 | -2
COc1cc(OC)cc(-c2c(C#Cc3ccsc3)c3cc(-c4cc(OC)c(OC)c(OC)c4)ccc3n2C)c1
 : -1 | 0.2 | -4 | -16 | 3 | / | / | -4 | -13 | -3
COc1ccc(N2CCN(S(=O)(=O)c3ccc(C(=O)NCc4ccco4)cc3)CC2)cc1
 : 1 | 0.2 | -13 | -7 | -3 | 4 | 16 | 4 | -7 | -1
Cc1ccc(S(=O)(=O)N2CCN(C(=O)COC(=O)c3c(C)cc(C)cc3C)CC2)c(C)c1
 : ? | -1.4 | 27 | -4 | 9 | / | / | -2 | 3 | -3
COc1ccc(NC(=O)NCc2cccnc2)c(OC)c1
 : / | / | -5 | -22 | 1 | 1 | 6 | -8 | 6 | /
N=c1n(CCN2CCCCC2)c2ccccc2n1CC(=O)c1cccs1
 : 2 | 1.4 | -6 | -3 | -13 | 2 | 25 | -4 | 9 | -2
COc1ccc(CNC(=O)C(c2ccc(C)o2)N(C(=O)c2snc(C(N)=O)c2N)c2ccccc2OC)cc1 (centres undefined)
 : 8 | 0.8 | -19 | -10 | -4 | 4 | 15 | -22 | -11 | 1
COc1ccc(C2OCC3(CO2)SC(=O)NC3=O)cc1OC (centres undefined)
 : 1 | -0.2 | -1 | -11 | -1 | 6 | 32 | 2 | 5 | -4
Cc1nc2cc(NC(=O)Nc3nccs3)ccc2n1C
 : -5 | -0.5 | 2 | -12 | 7 | 0 | -11 | 6 | -7 | -5
C=C[C@]1(C)C=C2CC[C@H]3[C@@](C)(CCC[C@@]3(C)C(=O)O)[C@@H]2CC1
 : -10 | 0.0 | / | 1 | / | / | / | -6 | 7 | 2
CC1CC(C)CN(C(=O)Cn2nnc(-c3ccccc3)n2)C1 (centres undefined)
 : -1 | -0.3 | -1 | -11 | 2 | -5 | 8 | -16 | 0 | 5
N/C(=N\[N+](=O)[O-])N/N=C/c1ccc(O)cc1
 : -2 | -0.4 | 10 | / | 5 | -2 | 31 | -1 | 0 | -3
O=S(=O)(c1ccccc1)c1nc(-c2ccccc2Cl)oc1NCCN1CCOCC1
 : -12 | -1.1 | -1 | 11 | -1 | 4 | -2 | -7 | -4 | -4
CCCCn1c(N)c(N(CCOC)C(=O)CCNC(=O)NC23CC4CC(CC(C4)C2)C3)c(=O)[nH]c1=O
 : 5 | -1.3 | -2 | -4 | -1 | / | / | / | -16 | -3
Cc1ccc(-n2nnnc2SCC(=O)Nc2ncc(Cc3ccccc3Cl)s2)cc1
 : -13 | -0.1 | -2 | -32 | 7 | -4 | 26 | -4 | -51 | 0
CC(C)NC(=O)N(C)C[C@@H]1Oc2c(NS(=O)(=O)c3ccccc3)cccc2C(=O)N([C@@H](C)CO)C[C@@H]1C
 : 0 | -0.2 | -4 | 2 | 3 | / | / | 10 | 0 | -6
Cc1ccccc1NCC(=O)N/N=C\c1ccc2c(c1)OCO2
 : 3 | 0.2 | -11 | / | -5 | 0 | 11 | -3 | 3 | 2
Cc1ccc(C)c(NC(=O)Cn2cc(C(=O)C3CC3)c3ccccc32)c1
 : 3 | -0.5 | 19 | -8 | 1 | 0 | 26 | -8 | -2 | 0
Cc1ccc(C(=O)NNC(=O)C2CCN(c3ncccn3)CC2)cc1
 : -5 | -3.0 | -6 | -8 | -5 | -1 | 21 | -4 | 7 | -3
Cc1ccc(OCCNC(=O)Cc2ccc(S(=O)(=O)N3CCOCC3)s2)cc1
 : -18 | -3.7 | 1 | -1 | 1 | 2 | -14 | -1 | 0 | -7
NS(=O)(=O)c1ccc(Cl)cc1[N+](=O)[O-]
 : -11 | -0.4 | -10 | -4 | -5 | -4 | 20 | 1 | -2 | -9
NC(=O)C1=C[C@H](c2ccccc2)C[C@H](OCc2ccc(CO)cc2)O1
 : 6 | -0.3 | 3 | -6 | 8 | 2 | 10 | -1 | 0 | -4
CCc1ccc(NC(=O)CCCN2C(=S)NC(C)(C)CC2C)cc1 (centres undefined)
 : -2 | -0.1 | -1 | 14 | 11 | 1 | 12 | 15 | 9 | -3
CSc1ccccc1NC(=O)CSc1nnc(Cc2ccccc2)o1
 : 1 | -0.2 | 11 | -2 | 8 | 4 | -3 | -1 | -2 | -1
CCOC(=O)c1c(N)sc(N)c1C(=O)OCC
 : -3 | -0.7 | -2 | 8 | 3 | -7 | 37 | 2 | 5 | -3
